Compound activity from PubChem.
FUS yeast rescue: FUS proteinopathy suppression in yeast | Potency, µM (highest dose often 76.6 µM), for inactives: at the highest dose growth rescue (activation), usual class: activators | 0.24% of 390,000 active | AID 1347120 | S. cerevisiae FUS-expressing, growth rescue, OD600, 24 h;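 note: potency is the fitted concentration of half-maximal effect; plate controls were DMSO vehicle for no effect and reference control for full effect; nearly all actives have a fitted effect of over 55% in size; some results filed as inactive show a strong effect at the top dose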
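Read-out: OD at 600 nm after 24hr at 30C, reporting rescue of FUS-induced yeast toxicity. Cells at OD 0.005 in galactose (2%) minimal medium; compounds tested in a dilution series; CP55940 titration from 92uM final as control.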
Abeta yeast res: A-beta toxicity reversal in yeast. yeast expressing A-beta42, growth rescue, OD600, 48 h; response scale: 0% DMSO, 100% iron-clioquinol control. Potency, µM (highest dose often 46.1 µM), for the others: at the top dose growth rescue, hits mostly activators. 0.063% of 410,000 active. AID 1347071; note: potency is the fitted concentration of half-maximal effect; nearly all actives have a fitted effect of over 55% in size
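Yeast growth medium received pinned compounds, then yeast cells expressing toxic A-beta were added; plates incubated at 30 C for 48 hr. Growth read as absorbance at 600 nm, normalized to DMSO and equimolar FeCl3 plus clioquinol controls.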
PLK1 PBD inh: inhibitors of human PLK1 polo-box domain binding; Potency, µM, for inactives: max response, negative = inhibition, most hits filed as inhibitors; Plk1 PBD binding of FITC phosphopeptide, fluorescence polarization; AID 720504; 2.8% of 360,000 active; P53350; note: potency is the fitted concentration of half-maximal effect; series mostly up to about 57 µM; % is set by controls: 0 for no effect and ±100 for the full control effect; nearly all actives have a fitted effect of over 65% in size
IL-2 act: activates IL-2 in a cell-based reporter assay | IL-2 activation reporter assay, cell-based qHTS; stimulated with anti-CD3/CD4/CD28 beads; in transgenic mouse T cells | activation, % (series mostly up to about 46 µM) | 0.065% of 360,000 active | AID 652025; in the data active = activation above about 50%; inconclusive = mostly about 30% to 49%; note: 0% is about no effect
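Unstimulated transgenic mouse T cells, 750 per well, received compound and, after 60 minutes, anti-CD3/anti-CD4 bead plus anti-CD28 stimulation. EGFP and DsRed were quantified after 18 hours.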
EPAC1 antag: antagonists of human EPAC1. O95398. EPAC1 GEF assay, Rap1b-BODIPY-GDP exchange fluorescence. Potency, µM (top dose mostly 115 µM), without a hit: top-dose activity change, negative = inhibition, hits mostly inhibitors. 0.14% of 360,000 active. AID 720709;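 note: potency is the fitted concentration of half-maximal effect; plate controls were vehicle for no effect and positive control for full effect; nearly all actives have a fitted effect of over 50% in size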
Target sequence (O95398 whole entry, looked up): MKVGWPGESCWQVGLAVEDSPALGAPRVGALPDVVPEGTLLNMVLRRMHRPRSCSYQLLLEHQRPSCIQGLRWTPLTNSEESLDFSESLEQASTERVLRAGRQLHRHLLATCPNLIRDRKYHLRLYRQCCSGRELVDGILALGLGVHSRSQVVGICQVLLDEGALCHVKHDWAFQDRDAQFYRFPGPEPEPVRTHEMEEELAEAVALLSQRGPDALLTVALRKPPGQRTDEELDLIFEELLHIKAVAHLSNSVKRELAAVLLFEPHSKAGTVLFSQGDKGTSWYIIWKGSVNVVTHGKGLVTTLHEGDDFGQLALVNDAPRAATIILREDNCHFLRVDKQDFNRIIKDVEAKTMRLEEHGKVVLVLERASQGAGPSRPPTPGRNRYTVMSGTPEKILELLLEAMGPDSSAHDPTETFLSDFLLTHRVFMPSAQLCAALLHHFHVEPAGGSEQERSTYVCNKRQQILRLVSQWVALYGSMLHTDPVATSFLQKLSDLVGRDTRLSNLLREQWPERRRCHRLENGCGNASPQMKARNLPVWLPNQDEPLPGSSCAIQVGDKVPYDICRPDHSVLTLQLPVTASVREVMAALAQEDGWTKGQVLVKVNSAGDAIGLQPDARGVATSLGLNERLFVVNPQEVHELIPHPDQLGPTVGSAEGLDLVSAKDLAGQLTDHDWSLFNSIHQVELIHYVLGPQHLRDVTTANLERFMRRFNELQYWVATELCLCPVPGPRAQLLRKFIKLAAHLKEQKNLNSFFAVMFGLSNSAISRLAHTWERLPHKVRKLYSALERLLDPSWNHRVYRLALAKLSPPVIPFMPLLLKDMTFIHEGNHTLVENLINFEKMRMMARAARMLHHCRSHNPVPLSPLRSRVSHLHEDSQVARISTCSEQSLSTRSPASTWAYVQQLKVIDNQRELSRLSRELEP
EPAC1 agonist: agonists of human EPAC1; EPAC1 agonist qHTS, biochemical assay; response scale: 100% = response to 6.5 mM cAMP; AID 720707; 0.073% of 360,000 active; Potency, µM (titrated, usually from 154 µM), for the others: top-dose activation, actives largely listed as activators; note: potency is the fitted concentration of half-maximal effect; nearly all actives have a fitted effect of over 60% in size
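Fluorescent GDP-exchange assay: 100 nM EPAC1 with 250 nM Rap1B preloaded with BODIPY-GDP and 50 uM GDP; compounds tested as concentration series, 5 min at room temperature, then read every 5 min for 30 min (ex 480/em 540 nm); normalized to 6.5 mM cAMP.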
PI5P4K alpha inh: inhibitors of human PI5P4K alpha. 1.2% of 330,000 active. max response, %. P48426. PI5P4Kalpha enzyme, ADP-Glo luminescence, 60 min; stronger effect = lower value. AID 652105; active = max response of -50% or lower; inconclusive = between -30% and -50%; inactive = -30% or higher; note: value at the top dose of about 77 µM; % is set by controls: 0 for no effect and ±100 for the full control effect
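Single end-point luminescence (ADP-Glo) quantified ADP from PI5P4Kalpha turnover; ATP 5 microM final, 1 h at RT, 0.1% CHAPS and 0.28 mM EGTA in HEPES pH 7.4.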
WRN inhibitor: WRN helicase (human) inhibition; Potency, µM (series often up to 114 µM), inactives show top-dose activity change, negative = inhibition, most hits filed as inhibitors; Q14191; 0.46% of 360,000 active; AID 651768; WRN helicase unwinding, fluorescent forked duplex, kinetic; note: potency is the fitted concentration of half-maximal effect; % is set by controls: 0 for no effect and ±100 for the full control effect; nearly all actives have a fitted effect of over 55% in size
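Screening of the MLSMR collection measured strand separation of a quenched forked DNA duplex (100 nM) by 20 nM WRN with 2 mM ATP, all final. Compounds were preincubated with enzyme 15 min at room temperature.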
The depositor's hits bear a star; ? = inconclusive; nt = no result given; & = joins results of further samples; [ ] = dose if it differs, or a comment. Unless noted, calls come from the whole dose curve; as a rule, active = well fitted curve in the direction sought with a large enough effect; inconclusive = small, poorly fitted or top-dose-only effect, or another doubt; inactive = no such curve, though single readings can be large; an effect the other way counts as inactive or inconclusive. Outcome played no part in choosing rows, and some 4.1% of all compounds hit somewhere here.

canonical_smiles,EPAC1 antag,FUS yeast rescue,PLK1 PBD inh,IL-2 act,Abeta yeast res,EPAC1 agonist,PI5P4K alpha inh,WRN inhibitor
C[C@H](NC(=O)c1ccco1)C(=O)N1CCCC1,-4%,1%,-20%,1.0,-17%,-4%,1,8%
COc1ccc2cc([C@H](C)C(=O)N(C)Cc3ccccc3N3CCCC3)ccc2c1,-21%,44%,-8%,-1.3,-12%,17%,26,-16%
Cc1cc(C)cc(OCC(=O)NNC(=O)C2CCCO2)c1 (stereo unspecified),-6%,-1%,?,2.0,-9%,5%,2,-2%
O=C(COC(=O)/C=C/c1cccs1)Nc1cccc(S(=O)(=O)N2CCCC2)c1,2%,?,2%,-2.2,-10%,2%,1,-14%
O=C(Cc1cccs1)Nc1ccc(NC(=O)c2ccco2)cc1,0%,20%,-2%,0.6,-9%,4%,nt,-5%
Cc1ccc(/C=N/NC(=O)c2cc3ccccc3cc2O)o1,?,40%,-11%,-1.0,-15%,-4%,-60*,-28%
Nc1ccc(C(=O)N/N=C/c2cccc(Oc3ccccc3)c2)cc1,-10%,2%,-8%,-3.2,9%,24%,2,-11%
CCC(C)NC(=O)Cc1c(OC)ccc2cc(Br)ccc12 (stereo unspecified),10%,-4%,-3%,1.4,8%,8%,9,-2%
Cn1cccc1-c1cc(C(=O)N2CCc3c([nH]c4ccccc34)C2c2ccccn2)[nH]n1 (stereo unspecified),-11%,18µM*,-10%,-0.8,?,16%,-4,-9%
Cc1ccc(C(=O)c2c3ccc(C(F)(F)F)cc3nn2CCC(N)=O)cc1,?,-14%,-17%,-0.5,9%,-35%[inhibitor],11,-7%
COc1ccc(CCNC(=S)NC(=O)c2cc(OC)c(OC)c(OC)c2)cc1OC,15%,28%,1%,-5.7,-1%,3%,0,0%
Cn1c(=O)c2c(nc(SCC(=O)N3CCCCCC3)n2C)n(C)c1=O,7%,28%,-3%,-0.8,0%,-5%,nt,4%
CNS(=O)(=O)c1cccc(C(=O)OCC(=O)NC(C)CCc2ccccc2)c1 (stereo unspecified),0%,9%,1%,-0.4,4%,2%,-6,0%
O=C(CSc1nc(-c2ccco2)cc(C(F)(F)F)n1)NCC1CCCO1 (stereo unspecified),-2%,8%,-7%,-0.9,-5%,0%,nt,-5%
CCN(CC)c1ccc([N+](=O)[O-])cc1/C=N/NC(=O)CC#N,-13%,nt,-6%,-0.7,22%,3%,-13,4%
CCCN(CC(=O)Nc1ccccc1OC)C(=O)CC1CCCC1,-13%,1%,-4%,-0.9,5%,-4%,6,-9%
O=C1C(C=NCc2ccncc2)=C(O)c2ccccc21,-8%,1%,-11%,-0.1,-12%,2%,2,-1%
Cc1c(NC(=O)CCCCCN2C(=O)C3C4C=CC(C4)C3C2=O)c(=O)n(-c2ccccc2)n1C (stereo unspecified),10%,21%,5%,-1.9,27%,10%,0,0%
COCc1cc(C)nc(SCC(=O)Nc2cccc3cccnc23)c1C#N,10%,-9%,-11%,-3.2,-14%,-3%,3,-2%
COc1ccc2nc(NC(=O)CSCC(=O)Nc3cc(C)on3)sc2c1,-8%,5%,1%,-2.2,-2%,5%,10,-9%
O=C(CCCOc1ccccc1)Nc1nc2ccccc2[nH]1,-3%,15%,-6%,0.2,-3%,-8%,2,4%
Cc1ccc(S(=O)(=O)CCC(=O)N(Cc2nnc(-c3ccc(Cl)cc3)o2)C2CC2)cc1,-3%,12%,-12%,-0.5,-9%,2%,1,4%
c1ccc2c(-c3cc(C4CCNCC4)[nH]n3)cccc2c1,-30%,14%,-2%,-1.8,1%,6%,-4,7%
CCOc1ccc(NS(=O)(=O)c2ccc(-c3ccc(=O)[nH]n3)o2)cc1,-21%,-10%,-15%,-1.6,9%,5%,-1,2%
COC(=O)N1CCN(c2ccc(C)cc2)C(C)C1 (stereo unspecified),2%,-14%,-18%,-3.9,5%,6%,-6,-6%
CO/N=C\CC(=O)Nc1ccc(Oc2ccccc2)cc1,-13%,8%,2%,-1.9,8%,-4%,-4,5%
Cc1nc(-c2cn[nH]c2-c2ccc(O)cc2O)cs1,-22%,-36%,-8%,-3.1,-11%,11%,4,5%
COc1cc(NC(=O)C2C3C=CC(C3)C2C(=O)O)ccc1NC(=O)c1ccccc1 (stereo unspecified),-13%,17%,-12%,1.0,10%,13%,-8,-30%
CC(=O)/C=C/c1ccccc1Oc1c(F)c(F)nc(F)c1F,-1%,-27%,-15%,-3.5,-28%,-8%,-5,-2%
O=C(Nc1ncc2c(n1)-c1ccccc1CC2)c1cccs1,11%,10%,-3%,-0.5,-26%,2%,0,-2%

Some of these compounds in order of heavy-atom count, highest first.
canonical_smiles,EPAC1 antag,FUS yeast rescue,PLK1 PBD inh,IL-2 act,Abeta yeast res,EPAC1 agonist,PI5P4K alpha inh,WRN inhibitor
COc1cc(NC(=O)C2C3C=CC(C3)C2C(=O)O)ccc1NC(=O)c1ccccc1 (stereo unspecified),-13%,17%,-12%,1.0,10%,13%,-8,-30%
O=C(CCCOc1ccccc1)Nc1nc2ccccc2[nH]1,-3%,15%,-6%,0.2,-3%,-8%,2,4%
Cc1nc(-c2cn[nH]c2-c2ccc(O)cc2O)cs1,-22%,-36%,-8%,-3.1,-11%,11%,4,5%

The list continues:
canonical_smiles,EPAC1 antag,FUS yeast rescue,PLK1 PBD inh,IL-2 act,Abeta yeast res,EPAC1 agonist,PI5P4K alpha inh,WRN inhibitor
O=C(COC(=O)c1ccc2c(c1)OCO2)Nc1cccc(F)c1,-18%,10%,-3%,0.4,12%,-5%,4,-4%
O=C(Nc1nnc(S(=O)(=O)Nc2ccccc2)s1)c1ccccc1Cl,-11%,13%&20%,-11%,-1.9,3%&-2%,4%,2,-10%
CCOC(=O)C(CC)Sc1nc(N)c(NC(=O)c2ccc(OC)c(OC)c2)c(=O)[nH]1 (stereo unspecified),14%,-17%,-4%,-1.0,2%,2%,-2,2%
Cc1ccccc1-n1c(-c2ccc3ccccc3n2)n[nH]c1=S,6%,-19%,-8%,1.1,-1%,-3%,-21,-6%
Cc1c(C(=O)Nc2c(C)n(C)n(-c3ccccc3)c2=O)oc2ccccc12,2%,9%,-2%,-0.8,7%,0%,0,11%
O=C(CONS(=O)(=O)c1ccc(Cl)cc1)NCCNc1ncc(C(F)(F)F)cc1Cl,-19%,38%,-24%,-1.3,0%,-4%,15,0%
Cc1cc(-n2c(C)cc(C(=O)COc3ccc4ccc(=O)oc4c3)c2C)no1,-10%,nt,-10%,1.1,-1%,10%,-13,-23%
Clc1ccc(Nc2nc(-c3ccncc3)cs2)cc1,-4%,nt,-3%,-1.0,10%,1%,-8,-18%
Cc1ccc(C)n1-c1cccc(S(=O)(=O)N2CCOCC2)c1,11%,7%,-23%,-2.5,-10%,5%,-9,-3%
O=C(Oc1ccc(N(Cc2cccs2)C2=NS(=O)(=O)c3ccccc32)cc1)c1ccco1,-5%,5%,-4%,2.3,4%,24%,1,9%
CCC(C)(C(=O)NC1CCCCC1)N(Cc1ccco1)C(=O)CNC(=O)c1ccccc1 (stereo unspecified),7%,20%,-11%,-3.3,-12%,4%,-3,7%
O=C(c1ccc2ccccc2c1)N1CCN(Cc2ccccc2)CC1,18%,-8%,2%,-1.0,4%,-3%,1,8%[11.6 µM]
CC(C)(C)NC(=O)C(Cc1ccccc1)NS(=O)(=O)c1cccc2nsnc12 (stereo unspecified),-2%,16%,-8%,-3.3,7%,6%,-1,9%
COc1ccc(-n2nc(C(=O)NCC(=O)NC(C)C)c3ccccc3c2=O)c(OC)c1,-2%,14%,-1%,-5.5,-16%,7%,11,1%
Cn1nnnc1SCC(=O)NNC(=O)c1ccc(F)cc1,2%,4%,-4%,0.0,23%,4%,-5,-3%
CCOC(=O)CN1C(=O)C(Sc2n[nH]c(-c3ccc(C)cc3)n2)CCc2ccccc21 (stereo unspecified),-3%,53%,-1%,-2.1,3%,13%,nt,-9%
O=C(CSc1nnc(CNc2ccccc2)o1)N1CCCc2ccccc21,-19%,nt,-6%,0.4,?,-8%,-7,0%
CCc1ccc(C(=O)C(C)OC(=O)CN2C(=O)NC3(CCCC3)C2=O)cc1 (stereo unspecified),-25%,31%,-5%,-4.7,-10%,-4%,-7,-6%
CCOc1ccc(C(=O)NCCCN2CCCC2=O)cc1,12%,11%,-10%,0.2,7%,-5%,1,15%
Cc1cc(C(=O)N2CCCC(N3CCN(c4ccccc4C)CC3)C2)n(C)n1 (stereo unspecified),-18%,12%,-10%,-3.5,0%,-6%,1,9%
CCOC(=O)CSC1=C(C#N)C(c2ccccc2Cl)C(C(=O)OC)C(=O)N1 (stereo unspecified),-1%,14%,-11%,-0.5,9%,8%,1,2%
C=CC[C@H](CC(=O)NCCO)C(=O)NC[C@@H](OC(=O)[C@@H](CC=C)Cc1ccc(F)cc1)c1ccccc1,-4%,37%,-6%,-2.9,-2%,-6%,8,-6%
COc1ccc(CNC(=O)Nc2cccc(C)c2)cc1,-7%,12%,-18%,-2.6,16%,-9%,3,-4%[57.1 µM]
CC(C)(C)NC(=O)NC(=O)COC(=O)CNC(=O)C1CCCCC1,-9%,3%,-4%,2.4,-9%,-1%,-5,-1%
COC(=O)c1ccccc1Sc1ncnc2onc(C)c12,?,15%,-16%,1.4,-43%[inhibitor],1%,-7,-17%
Cn1c(=O)c2c(nc(NCC(O)CO)n2CCc2ccccc2)n(C)c1=O (stereo unspecified),7%,-20%,0%,0.6,3%[9.22 µM],-2%,-4,-8%
Cc1cccc2cc(CN(Cc3ccc(F)cc3)Cc3nnnn3C3CCCC3)c(=O)[nH]c12,13%,-4%,0%,-1.5,11%,-3%,nt,3%
C=CCn1c(CSc2nc3ccccc3s2)nnc1SCC(=O)NCc1ccccc1,-1%,?,-14%,-0.7,-14%,9%,10,-8%
CCOC(=O)c1[nH]c2ccc(OC)cc2c1N=CN(C)C,3%,5%,1%,-0.9,15%,8%,-1,-16%
O=C(NC1CCCCC1)C(c1cccnc1)N(C(=O)CCl)c1ccccc1Cl (stereo unspecified),-5%,20%,-7%,-6.5,-3%,-7%,3,3%
COc1ccc(C(=O)Nc2cccc(S(=O)(=O)N(C)C)c2)cc1S(=O)(=O)N1CCOCC1,9%,2%,-4%,0.3,-15%,-15%,2,8%
